Tb PYK inh = inhibitors of Trypanosoma brucei pyruvate kinase; Potency, µM (top dose mostly 76.8 µM), inactives show at the highest dose activity, negative = inhibition, usual class: inhibitors; Q57TT1; TbPYK enzyme, Kinase-Glo Plus ATP luminescence, 45 min; AID 624173; 410,000 compounds, 0.12% hits; active = well fitted inhibition curve with a large enough effect; note: nearly all actives have a fitted effect of over 50% in size
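Luminescence from Kinase-Glo Plus, added after a 45-minute room-temperature reaction, served as the end-point read-out. The enzyme and substrate were preincubated with compound before ADP (130 uM final) initiated turnover. Concentration-effect curves came from normalized qHTS data.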
* marks the source's active call; other numbers are inactive results; & = joins results of further samples. % is set by controls: 0 for no effect and ±100 for the full control effect; potency is the fitted concentration of half-maximal effect.

What do the screens show for `CCN1C(=O)c2ccccc2Sc2ccc(NC(=O)Nc3cc(C)cc(C)c3)cc21`?
Tb PYK inh: -2%

How did CC1(C2CC(=O)c3c(O)ccc(O)c3C2)OCCO1 (stereo not drawn) do in these assays?
Tb PYK inh: -8%

What do the screens show for `Cc1ccc(CNC(=O)C2CCN(S(=O)(=O)c3ccc4[nH]c(=O)ccc4c3)CC2)cc1`?
Tb PYK inh: 0%

Results for COCc1cc(C)nc2sc(C(=O)Nc3ccc(OC(F)(F)F)cc3)c(N)c12 ?
Tb PYK inh: -9%

What do the screens show for `Cc1ccc(C)c(Cn2nnc(C(=O)NCc3ccc(Cl)cc3Cl)c2N)c1`?
Tb PYK inh: -3%

How did NNC(=O)CN1C(=O)C2(OCCO2)c2ccccc21 do in these assays?
Tb PYK inh: -2%

What do the screens show for `CC1(C(=O)NS(=O)(=O)c2cccc(C#N)c2)CCN1C(=O)Cc1cc(F)ccc1F` (stereo not drawn)?
Tb PYK inh: 0%

Results for Cc1ccc(S(=O)(=O)c2nnn3c2nc(NC2CCCCC2)c2sccc23)cc1 ?
Tb PYK inh: 4%

How did Cn1c(=O)[nH]c2cc(-c3noc(-c4cccc(Cl)c4)n3)ccc21 do in these assays?
Tb PYK inh: -2%

Results for COCCCNC(=O)c1cnc2sc(N3CCCCC3)nn2c1=O ?
Tb PYK inh: -6%

Results for CCCCCC[n+]1ccccc1/C=C/c1ccc(N(C)C)cc1 ?
Tb PYK inh: -7%

What do the screens show for `Cc1nnc(NC(=O)c2ccccc2)s1`?
Tb PYK inh: -7%

What do the screens show for `CSc1ccc(CNC(=O)c2ccc3c(c2)N(C)C(=O)C2CCCCN32)cc1` (stereo not drawn)?
Tb PYK inh: -3%

Results for O=[N+]([O-])c1cccc2cnccc12 ?
Tb PYK inh: 2%

What do the screens show for `CC1(Oc2cccc(C#N)c2)CCN(Cc2ccccc2OC(F)F)C1` (stereo not drawn)?
Tb PYK inh: 2%

What do the screens show for `Cc1nc(-c2ccccc2)nc2n[nH]c(N)c12`?
Tb PYK inh: 9%

Results for Cc1ccc(-n2nnnc2CNC(=O)c2ccccc2S(C)(=O)=O)cc1C ?
Tb PYK inh: -3%

Results for CC(C)NC(=O)OCc1c(COC(=O)NC(C)C)c([N+](=O)[O-])n2c1CCC2 ?
Tb PYK inh: -1%

How did CN1CCN(C(=O)c2cc3c(c(-c4cccc(C#CC(C)(C)O)c4)n2)[C@@H](CCO)N(S(=O)C(C)(C)C)C3)CC1 (stereo partly drawn) do in these assays?
Tb PYK inh: -19%

How did COC(=O)[C@H](Cc1ccc(O)cc1)NCCCn1cnc(C(=O)Nc2ccc(C)c(C)c2)n1 do in these assays?
Tb PYK inh: 2%

How did CC(=O)N1CCc2ccc([N+](=O)[O-])cc21 do in these assays?
Tb PYK inh: 0%

Results for O=[N+]([O-])c1cccc(COc2cccc(CO)c2)c1 ?
Tb PYK inh: -3%

How did COc1ccc(Cn2c(=O)c3cccnc3n(CC(=O)Nc3ccc(C)c(F)c3)c2=O)cc1 do in these assays?
Tb PYK inh: 0%

Results for COc1ccc(NS(=O)(=O)c2cccc(C(=O)NNC(=O)CNC(=O)c3ccccc3Cl)c2)cc1 ?
Tb PYK inh: 0%

Results for N[C@@H](Cc1ccc(F)cc1)C(=O)O ?
Tb PYK inh: -1%

What do the screens show for `Cc1ccccc1OCC(=O)OCC(=O)NC1CCCC1`?
Tb PYK inh: -9%

What do the screens show for `CC(=O)N1CCC[C@@]2(CCN(Cc3ccccc3)C2)C1`?
Tb PYK inh: -6%

Results for CC1(C(=O)NS(=O)(=O)C2CC2)CCN(C(=O)c2ccccc2OC(F)(F)F)C1 (stereo not drawn) ?
Tb PYK inh: 0%

Results for Cc1ccc(OCC(=O)Nc2cccc(C(=O)OCc3cc(=O)n4cc(C)sc4n3)c2)cc1 ?
Tb PYK inh: 3%

How did CCCNC(=O)C1(C)CCCN(C(=O)c2c(C)noc2C)C1 (stereo not drawn) do in these assays?
Tb PYK inh: -4%

Sorted by length of the SMILES (ascending): 13 of the compounds above.
Results for O=[N+]([O-])c1cccc2cnccc12 ?
Tb PYK inh: 2%

Results for N[C@@H](Cc1ccc(F)cc1)C(=O)O ?
Tb PYK inh: -1%

How did CC(=O)N1CCc2ccc([N+](=O)[O-])cc21 do in these assays?
Tb PYK inh: 0%

Results for O=[N+]([O-])c1cccc(COc2cccc(CO)c2)c1 ?
Tb PYK inh: -3%

What do the screens show for `CC(=O)N1CCC[C@@]2(CCN(Cc3ccccc3)C2)C1`?
Tb PYK inh: -6%

What do the screens show for `CC1(Oc2cccc(C#N)c2)CCN(Cc2ccccc2OC(F)F)C1` (stereo not drawn)?
Tb PYK inh: 2%

How did Cn1c(=O)[nH]c2cc(-c3noc(-c4cccc(Cl)c4)n3)ccc21 do in these assays?
Tb PYK inh: -2%

Results for Cc1ccc(S(=O)(=O)c2nnn3c2nc(NC2CCCCC2)c2sccc23)cc1 ?
Tb PYK inh: 4%

What do the screens show for `CCN1C(=O)c2ccccc2Sc2ccc(NC(=O)Nc3cc(C)cc(C)c3)cc21`?
Tb PYK inh: -2%

Results for CC(C)NC(=O)OCc1c(COC(=O)NC(C)C)c([N+](=O)[O-])n2c1CCC2 ?
Tb PYK inh: -1%

What do the screens show for `CC1(C(=O)NS(=O)(=O)c2cccc(C#N)c2)CCN1C(=O)Cc1cc(F)ccc1F` (stereo not drawn)?
Tb PYK inh: 0%

How did COC(=O)[C@H](Cc1ccc(O)cc1)NCCCn1cnc(C(=O)Nc2ccc(C)c(C)c2)n1 do in these assays?
Tb PYK inh: 2%

How did CN1CCN(C(=O)c2cc3c(c(-c4cccc(C#CC(C)(C)O)c4)n2)[C@@H](CCO)N(S(=O)C(C)(C)C)C3)CC1 (stereo partly drawn) do in these assays?
Tb PYK inh: -19%

Remaining list, next part:
Results for CC(=O)c1cc(C)c(OCc2cn(CC(=O)c3ccc(O)cc3)nn2)c(C)c1 ?
Tb PYK inh: -4%

How did Oc1cc(O)c(CN2CCOCC2)cc1CN1CCOCC1 do in these assays?
Tb PYK inh: 1%

Results for O=C1CCC2(CCCC2)c2ccccc21 ?
Tb PYK inh: -8%

How did O=C(Cn1nnc(-c2ccc(Cl)cc2)n1)NCc1ccc(F)cc1 do in these assays?
Tb PYK inh: -8%

Results for CN(C(=O)CSc1nnc2[nH]c(=O)cc(-c3ccccc3)n12)c1ccccc1 ?
Tb PYK inh: -6%

What do the screens show for `COc1ccc(Oc2ncc3nc(-c4ccccc4)c(=O)n(CCC#N)c3n2)cc1`?
Tb PYK inh: 5%

What do the screens show for `O=C(COc1ccccc1F)Nc1ccc2nc(SCc3ccccc3)sc2c1`?
Tb PYK inh: 3%

How did COc1cccc(C(O)C2OC(=O)c3ccccc32)c1OC (stereo not drawn) do in these assays?
Tb PYK inh: 0%

How did CCOC(=O)c1ccccc1NC(=O)Cn1c(=O)n(Cc2nc(C)no2)c(=O)c2ccccc21 do in these assays?
Tb PYK inh: 1%

How did CCCCc1nn2c(=O)cc(COC(=O)c3ccc(NC(=O)c4cccs4)cc3)nc2s1 do in these assays?
Tb PYK inh: -18%

How did CCN(CC)c1ccc(NC(=O)C2COc3ccc(OC)cc3C2)c(C)c1 (stereo not drawn) do in these assays?
Tb PYK inh: -10%

How did C=CCn1c(SCC(=O)N2CCN(C(=O)OCC)CC2)nc2c([nH]c3ccccc32)c1=O do in these assays?
Tb PYK inh: -6%

Results for CC(C)C[C@H]1CNC(=O)C(=O)N1CC1CCN(CCC(C)(C)C)CC1 ?
Tb PYK inh: 10%

How did CCOc1ccc(C(=O)Nc2ccccc2C(=O)OCc2cc(=O)n3nc(C4CC4)sc3n2)cc1 do in these assays?
Tb PYK inh: 3%

How did CC(=O)N1CCc2c(sc3c2c(=O)n(-c2ccc(C)cc2)c(=O)n3CC(=O)Nc2ccccc2)C1 do in these assays?
Tb PYK inh: 1%

How did Cc1ccc(C)c(N2CCN(C(=O)c3ccc4c(c3)N(Cc3ccc(F)cc3)C(=O)c3ccccc3S4=O)CC2)c1 (stereo not drawn) do in these assays?
Tb PYK inh: 0%

Results for Cc1cccc(NC(=O)c2c(Br)sc3c2CCCC3)c1 ?
Tb PYK inh: 3%

How did O=C(Cn1ccc(=O)[nH]c1=O)Nc1nccs1 do in these assays?
Tb PYK inh: 0%

How did CCOc1ccccc1NC(=O)C(CC)Sc1nc2ncccc2[nH]1 (stereo not drawn) do in these assays?
Tb PYK inh: 1%

Results for NC(=O)c1ccccc1NC(=O)c1cccc(C(=O)Nc2ccccc2C(N)=O)n1 ?
Tb PYK inh: 1%

How did COc1cc(OC)c(NC(=O)Cn2c(=O)nc(-c3ccccc3)c3ccccc32)cc1Cl do in these assays?
Tb PYK inh: 7%

How did N#Cc1csc(CCNC(=O)c2ccccc2)n1 do in these assays?
Tb PYK inh: 7%

Results for Cc1cccc(Cn2nnc3c(=O)[nH]c(C4CCN(C(=O)c5ccccc5F)CC4)nc32)c1 ?
Tb PYK inh: 1%

How did Cc1cc(C)n2c(SCC(O)=C(C#N)c3nc4ccccc4[nH]3)nnc2n1 do in these assays?
Tb PYK inh: -14%

Results for Cc1ccccc1OCCSc1nc2ccc(NC(=O)c3cccs3)cc2s1 ?
Tb PYK inh: 0%

What do the screens show for `Cc1sc2ncnc(N3CCC(C(=O)Nc4cc(C(F)(F)F)ccc4OCC(F)(F)F)CC3)c2c1C`?
Tb PYK inh: 1%

What do the screens show for `O=C(CN1C(=O)COc2ccc(S(=O)(=O)NC3CCCC3)cc21)Nc1ccc(F)c(Cl)c1`?
Tb PYK inh: -3%

How did Cc1[nH]c(=O)[nH]c(=O)c1S(=O)(=O)N1CCN(c2ccccc2Cl)CC1 do in these assays?
Tb PYK inh: 0%

Results for CCCNC(=O)c1ccc2c(c1)N(Cc1cccc(C)c1)C(=O)c1ccccc1S2 ?
Tb PYK inh: 6%

What do the screens show for `COc1cc(CNCCSc2nnnn2C)cc(Cl)c1OCc1ccccc1`?
Tb PYK inh: -3%

Results for Cc1cccc(S(=O)(=O)NC(=O)C2(C)CCN2C(=O)Cc2ccsc2)c1 (stereo not drawn) ?
Tb PYK inh: 1%

Results for Cc1cc2c(cc1C)NC(C)CC(=O)N2 (stereo not drawn) ?
Tb PYK inh: -3%

How did O=C(Nc1ccccc1Br)c1cccc2ccccc12 do in these assays?
Tb PYK inh: -2%

How did COc1ccc(Cn2nc3n(c2=O)-c2ccccc2OC3)cc1 do in these assays?
Tb PYK inh: -2%

How did Cc1ccc(NC(=O)NNC(=O)COc2ccc(Cl)cc2)cc1 do in these assays?
Tb PYK inh: 2%

Results for Nc1ccc(CSc2ccccc2)cc1 ?
Tb PYK inh: 1%

How did CC(C)OCCCNC(=O)CN1C(=O)CSc2ccc(S(=O)(=O)N3CCOCC3)cc21 do in these assays?
Tb PYK inh: -3%&0%

Results for COc1cc(NC(=O)C2Cc3ccccc3N2C(=O)c2ccccc2)cc(OC)c1 (stereo not drawn) ?
Tb PYK inh: 1%

Results for Cc1c(Cl)cccc1Nc1nn2c(=O)c3ccc(C(=O)N(C)Cc4ccccc4)cc3nc2s1 ?
Tb PYK inh: 2%

How did COc1cccc(NCc2cccn2-c2nnc(N3CCC(C)CC3)s2)c1 do in these assays?
Tb PYK inh: 0%

How did COc1cccc(-n2c(SCc3cccc(C)c3)nc3c([nH]c4ccccc43)c2=O)c1 do in these assays?
Tb PYK inh: -2%

What do the screens show for `N#CCC1(O)C(=O)N(Cc2ccccc2)c2ccccc21` (stereo not drawn)?
Tb PYK inh: 2%

How did COc1ccc(NC(=O)CSc2nccn2Cc2ccc3c(c2)OCO3)cc1 do in these assays?
Tb PYK inh: 0%

Results for CCCCn1cnc2c(SCc3ccccn3)nc(N)nc21 ?
Tb PYK inh: 0%

How did CCCc1nc2c3ccccc3ccn2c1Cc1cccc(Cl)c1 do in these assays?
Tb PYK inh: 3%

How did C=CCNC(=O)CSc1nnc(-c2cccc(S(=O)(=O)N3CCOCC3)c2)o1 do in these assays?
Tb PYK inh: 1%

What do the screens show for `CCCCCC(=O)Nc1cc(S(=O)(=O)N2CCCCC2)ccc1N1CCCCC1`?
Tb PYK inh: 5%

How did COc1cccc(Cn2c(=O)c(C)nc3cnc(Oc4ccccc4)nc32)c1 do in these assays?
Tb PYK inh: -11%

What do the screens show for `COc1ccccc1-c1cc2nc(C)c(CCC(=O)Nc3cc(C)ccc3C)c(C)n2n1`?
Tb PYK inh: -4%

How did CCC1CCC(C)N(N=O)C1 (stereo not drawn) do in these assays?
Tb PYK inh: -5%

What do the screens show for `CCOC(=O)c1c(NC(=O)C(C)Sc2cn(CCNC(=O)c3ccc(OC)c(OC)c3)c3ccccc23)sc2c1CCC2` (stereo not drawn)?
Tb PYK inh: -13%

How did C[C@@H]1CN([C@@H](C)CO)C(=O)c2cc(C#CC(C)(C)O)cnc2O[C@@H]1CN(C)C(=O)c1ccccc1F do in these assays?
Tb PYK inh: -4%

What do the screens show for `Cc1cccc(NC(=O)CSc2ccc(-c3ccccn3)nn2)c1`?
Tb PYK inh: -1%

Results for COc1cccc(-c2nn(C)c3sc(C(=O)N4CCN(c5cccc(C(F)(F)F)c5)CC4)cc23)c1 ?
Tb PYK inh: 2%

What do the screens show for `Cc1nc2c(OCc3ccc(C(F)(F)F)cc3)cccn2c1N(C)Cc1cccs1`?
Tb PYK inh: 1%

Results for CCc1nc2c(OCc3ccccc3)cccn2c1N(Cc1ccccc1)C(C)=O ?
Tb PYK inh: -10%

What do the screens show for `COc1cc2c(C(=O)N3CCN(c4ccc(C)cc4)C(C)C3)cn(CC(C)C)c(=O)c2cc1OC` (stereo not drawn)?
Tb PYK inh: 0%

How did CCOc1cc2c(cc1OCC)C(c1c(F)cccc1Cl)CC(=O)N2 (stereo not drawn) do in these assays?
Tb PYK inh: -1%

This is a subset. The share of hits here may be higher or lower than overall.
